NPYLR7 agonist – agonists of mosquito NPYLR7 receptor, primary screen, cell-based, Aedes aegypti, calcium fluorescence, mosquito biting behavior | Aedes aegypti neuropeptide Y-like receptor 7 (NPYLR7) | 0.15% of 270,000 active | HEK293T NPYLR7/Galpha15, GCaMP6s calcium fluorescence | activation, % at 10 µM; in the data active = activation above about 40%;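 note: 0% = vehicle and 100% = reference agonist at the receptor; some compounds past the cut are filed as inactive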
mcGAS lum – cyclic GMP-AMP synthase inhibitors, mouse, primary biochemical chemiluminescence; Q8C6L5; recombinant cGAS, Kinase-Glo ATP depletion luminescence; inhibition, % at 12.5 µM; 0.15% of 160,000 active; AID 1259399, 2018;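 note: 0% = negative control wells and 100% = reference inhibitor with no enzyme activity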
hcGAS lum – Primary biochemical luminescence assay for human cyclic GMP-AMP synthase inhibitors; Q8N884; recombinant h-cGAS, ATP depletion, Kinase-Glo luminescence; inhibition, % at 12.5 µM; 0.081% of 290,000 active; AID 1259398, 2018;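 note: 0% = vehicle reaction and 100% = reaction without DNA for no activity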
Target sequence (Q8N884 whole entry, looked up): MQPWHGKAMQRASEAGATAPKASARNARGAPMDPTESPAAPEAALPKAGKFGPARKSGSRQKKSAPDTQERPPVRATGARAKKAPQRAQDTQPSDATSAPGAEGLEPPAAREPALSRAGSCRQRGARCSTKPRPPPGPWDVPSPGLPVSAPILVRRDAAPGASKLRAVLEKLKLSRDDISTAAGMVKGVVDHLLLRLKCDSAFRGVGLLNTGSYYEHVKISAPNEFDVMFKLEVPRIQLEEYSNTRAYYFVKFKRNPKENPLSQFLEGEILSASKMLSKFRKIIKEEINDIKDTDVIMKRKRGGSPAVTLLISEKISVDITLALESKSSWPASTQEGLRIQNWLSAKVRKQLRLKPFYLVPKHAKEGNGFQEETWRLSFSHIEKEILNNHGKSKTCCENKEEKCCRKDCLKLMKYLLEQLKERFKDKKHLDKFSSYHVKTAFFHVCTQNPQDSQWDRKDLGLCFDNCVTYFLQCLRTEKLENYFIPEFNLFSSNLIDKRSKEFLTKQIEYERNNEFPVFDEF
Starred values were filed as active, the others as inactive; . = not tested or not shown. Cut-off read from the data, not from the text of the source, unless noted: active = inhibition above about 40%; inactive = the rest.

molecule	mcGAS lum	NPYLR7 agonist	hcGAS lum
COc1c(F)cccc1C(=O)NCCC(=O)N1CCC(C)CC1	-12.6	.	-13.0
CCS(=O)(=O)NCCc1csc2nc(-c3ccccc3F)nn12	-7.7	1.1	-7.3
O=C(NCCN1CCc2ccccc21)C1CC2(CCNCC2)CN1 (configuration not stated)	.	-1.1	-3.1
CN(C)c1ccc(C(CNC(=O)C23CC4CC(CC(C4)C2)C3)N2CCCC2)cc1 (configuration not stated)	-5.2	.	-10.4
CN(C)c1ccc(CNc2cc(-c3ccccc3)nc3ncnn23)cc1	-6.9	.	-7.4
COc1cccc(OC)c1C(=O)N(C)CC(OC)OC	.	28.3	-4.7
CCc1nc2c(Oc3nc4ccccc4s3)cccn2c1N(C)C(=O)c1ccncc1	-4.3	-1.3	-2.4
O=C(c1cccc2cccnc12)N1CCCC1c1cccs1 (configuration not stated)	.	1.0	-5.0
CCN(Cc1ccccc1)C(=O)C1CC(=O)N(c2ccccc2)C1 (configuration not stated)	.	4.5	-2.1
CCc1cccc(NC(=O)CNC2(c3ccc(F)cc3)CCC2)c1	.	8.0	-6.3
Cc1ccccc1Oc1cc(C(F)(F)F)nc(SCc2ccccc2Cl)n1	.	2.7	-1.7
CCOC(=O)C1=C(C)N(c2ccc(N(C)C)cc2)C(C)=C(C(=O)OCC)C1c1ccc(OC)c(Br)c1	-5.2	0.9	-4.7
CC(C)(C)c1csc(CN)n1	.	-8.0	-2.8
Cc1nnnn1CC(=O)N1CCC2(CCCN(C(C)C)C2=O)C1 (configuration not stated)	-3.6	.	-1.4
CCN(CC)c1ccc(C2NC(=O)NC(C)=C2C(=O)OC2CCCC(C)C2)cc1 (configuration not stated)	-1.6	-0.1	-2.3
CCCNC(=O)C1(C)CCN(CCOc2ccc(Cl)cc2)C1 (configuration not stated)	.	1.6	0.1
CC(C)c1cc(C2CCN(C(=O)CCn3cnc4ccccc43)CC2)[nH]n1	-12.5	10.4	-5.4
Cc1cccc(S(=O)(=O)N2CN(CC3CCCO3)c3nc4ccccc4nc32)c1 (configuration not stated)	.	-9.5	7.5
Cc1nc(N2CCN(C(=O)C(C)Oc3ccccc3)CC2)cc(-n2cccn2)n1 (configuration not stated)	-5.0	-7.9	-2.8
NC(=O)c1ccsc1NC(=O)COC(=O)c1ccc([N+](=O)[O-])s1	.	-0.6	-5.0
COCCNC(=O)[C@@]1(OCc2ccccc2F)CC(OCc2ccccc2C#N)[C@@H]2OC(C)(C)O[C@@H]2C1 (some centres not stated)	-3.7	19.4	-3.1
COc1ccc(C(=O)N(c2ccc(C(C)C)cc2)C2C=CS(=O)(=O)C2)cc1OC (configuration not stated)	-3.6	-4.3	-4.3
CCC(CC)n1nc(C)cc1NC(=O)c1ccc2c(c1)OCC(=O)N2	-11.7	4.8	-0.7
CN(CCC#N)S(=O)(=O)N1CCCCC1c1cc2ccccc2[nH]1 (configuration not stated)	.	-16.9	4.8
Cc1nc(C(C)N(C)C(=O)c2cn(-c3ccccc3)nn2)c(C)s1 (configuration not stated)	-12.2	4.5	-5.1
Cc1ccc2nc(C)c(C(=O)N3C[C@H](O)[C@@H](N4CCCCC4)C3)cc2c1	.	3.8	-5.4
COc1ccc(S(=O)(=O)N2CCN(CC(OCc3cccc(C)c3)c3ccc(Cl)cc3)CC2)cc1OC (configuration not stated)	-7.6	25.6	-9.1
O=C(CN1C(=O)CCc2ccccc21)Nc1cccc(-n2cccn2)c1	.	14.1	-4.7
CCCc1ncc(CN2CCC(C(=O)Nc3cccc(-c4cccc(F)c4)c3)CC2)cn1	.	10.2	-5.8
Cc1c(F)cccc1NC(=O)Nc1ccc(Nc2cc(-n3cccn3)ncn2)cc1	-7.9	-10.3	-7.8
O=C(COc1cccnc1)N1CCOC(COc2ccc(F)cc2)C1 (configuration not stated)	.	30.4	-2.6
O=C(Nc1nn[nH]n1)c1ccc(I)c(F)c1	-12.0	5.8	-4.2
CCCCc1ccc(-n2c(C)cn3c4c(=O)n(CCCO)c(=O)n(C)c4nc23)cc1	-7.2	3.4	-2.5
CC(C)(C)COC(=O)N1C[C@@H](CO)[C@@H]2Oc3ccccc3[C@@H]21	-2.9	0.1	0.0
CCc1nc(C2CC(=O)Nc3cc(O)c(C)cc32)c(C)[nH]1 (configuration not stated)	-9.0	7.9	0.1
COc1cccc(CNC(=O)C(=O)Nc2cc3c4c(c2)CCN4C(=O)CC3)c1	.	4.5	-7.8
CC(=O)Nc1cccc2c1CCN(C(=O)c1sc3nc(C)cc(C)c3c1C)C2	.	-10.4	-5.7
O=C(c1cc(Cl)c[nH]1)N1CCN(Cc2ccc3c(c2)OCO3)CC1	-7.2	8.0	-7.7
CC(C)CN(Cc1cccc(F)c1)Cc1ccc(C(O)(c2cccc(F)c2)c2cccc(F)c2)o1	-6.3	-2.3	-5.8
Cc1ccccc1C1(O)CCN(Cc2ccccc2C(=O)O)C1 (configuration not stated)	-21.4	2.4	-2.5
CCN1CCN(c2nc(-c3cccs3)nc3cc(Cl)ccc23)CC1	5.6	30.7	8.3
COc1cc(CN2C(=O)C(Cc3ccccc3)ON=C2c2ncccc2C)cc(OC)c1 (configuration not stated)	.	9.1	-1.0
Cc1cccc(C2SCC(=O)N2C(CC(C)C)C(N)=O)c1 (configuration not stated)	-3.2	24.7	-0.4
Cn1c(SCc2ccccc2)nc2ccccc21	-4.5	-5.0	-1.9
CSc1ccccc1N=CC1N=C(c2ccco2)OC1=O (configuration not stated)	-0.5	0.9	-16.5

Filtered by structure, the entries above containing two or more sulfur atoms
molecule	mcGAS lum	NPYLR7 agonist	hcGAS lum
CCS(=O)(=O)NCCc1csc2nc(-c3ccccc3F)nn12	-7.7	1.1	-7.3
NC(=O)c1ccsc1NC(=O)COC(=O)c1ccc([N+](=O)[O-])s1	.	-0.6	-5.0

The list goes on.
molecule	mcGAS lum	NPYLR7 agonist	hcGAS lum
O=C(Cn1cc(-c2ccccc2)sc1=O)NCc1ccccc1F	.	-20.8	-8.4
Cc1nc(C(C)n2cnc(-c3ccccc3)c2-c2ccncc2)cs1 (configuration not stated)	.	-0.6	-4.7
O=C(/C=C/c1cccc([N+](=O)[O-])c1)n1cnc2ccccc21	41.9*	3.7	-1.8
C#CCCCCCCCCCCCC(=O)CC(O)COC(C)=O (configuration not stated)	-5.1	-4.2	-3.5
CCCCc1ccc(-c2ccc(-n3cncc3C(=O)NCc3cccc(I)c3)cc2)cc1	-6.1	15.6	-9.6
CC(NC(=O)Cn1nnc2c(cnn2-c2ccccc2)c1=O)C1CC1 (configuration not stated)	.	-13.7	0.2
CCc1nc(CNc2nccc(-c3cn(C)nc3C)n2)cs1	.	9.0	-9.9
O=C(NCCN1C(=O)SC(=Cc2cccs2)C1=O)C1CCCC1	-5.4	1.6	-2.6
COCCNC(=O)C(NC(=O)c1ccc(OC)cc1)C1CCN(C(=O)c2cccc(C)c2)CC1 (configuration not stated)	-4.1	1.2	-5.3
O=C(O)c1csc(CSc2nnc(-c3ccccc3Cl)n2-c2ccccc2Cl)n1	.	16.4	-1.2
CN1CC2(CCN(C(=O)c3n[nH]c4ccccc34)CC2)CC1C(=O)O (configuration not stated)	.	19.1	-5.7
COCCCN(Cc1ccc(OS(C)(=O)=O)cc1)C(=O)c1ccc([N+](=O)[O-])cc1Cl	-4.2	21.3	1.3
Cc1nn(CCNC(=O)C2CCCCn3nnnc32)c(C)c1Cl (configuration not stated)	.	-6.1	-6.7
CCOc1ccc(NC2=NC3CS(=O)(=O)CC3S2)cc1 (configuration not stated)	.	-0.6	-4.1
O=C(CCCSc1ccc(NC(=O)c2ccc(F)cc2)nn1)NCC1CCCO1 (configuration not stated)	-7.2	-4.2	-4.8
Cc1nnc(SCCCn2cnc(-c3ccccc3)c2-c2ncc[nH]2)s1	.	11.4	-12.7
CCN(CCN1C(=O)CSC1c1cccc(C)c1)C(=O)CC(C)C (configuration not stated)	-5.7	.	-4.8
COc1ccc(CN(CC(=O)NC2CCCCC2)S(=O)(=O)c2cccnc2)cc1	.	-11.2	-4.2
CN(C)S(=O)(=O)c1ccc(C(=O)Nc2c3c(nn2-c2ccccc2)CS(=O)C3)cc1 (configuration not stated)	.	-1.8	-5.3
CCCCN(CC(=O)Nc1c(-c2ccccc2)c(C)nn1-c1ccccc1C)S(=O)(=O)c1ccc(F)cc1	-4.8	47.7*	-1.7
CCc1nc(C)sc1CNC(=O)C1CC(C(C)C)=NO1 (configuration not stated)	-11.1	-5.2	1.0
CCc1ccc(-c2nccn2CCCc2nn[nH]n2)o1	.	2.9	-1.9
N#Cc1ccccc1OCC(=O)NCCn1c(C2CC2)n[nH]c1=S	-12.3	-1.1	-7.5
CC1CCCCN1S(=O)(=O)c1ccc(C(=O)NCCCN2CCCC2)cc1 (configuration not stated)	.	1.9	-9.2
COc1ccc(CCCC(=O)N2CCC(CN)C2)cc1 (configuration not stated)	.	12.7	-2.0
O=C1NCCN2CCN(Cc3ccc(-n4cncn4)cc3)CC12 (configuration not stated)	-12.8	2.2	-1.4
O=C(NCCc1ccc(Cl)cc1Cl)c1cc(-c2ccco2)nn1-c1ccccc1Cl	-3.6	6.8	0.1
COc1ccccc1N(CCOC(=O)c1ccc([N+](=O)[O-])c(C)c1)C1=NS(=O)(=O)c2ccccc21	-6.1	12.7	-7.8
COc1ccc(-c2onc(C)c2C(=O)NCCOc2ccccc2)cc1	-4.7	4.2	-1.1
Cn1c(SC(C(N)=O)c2ccc(F)cc2)nnc1-c1ccco1 (configuration not stated)	.	0.6	5.5
CC(Oc1ccccc1)C(=O)Nn1cnc2c(cnn2-c2ccccc2)c1=O (configuration not stated)	.	2.1	-2.4
CCc1ccc(CN(C)Cn2nc(-c3ccc(OC)cc3)n(C)c2=S)cc1	-9.0	8.6	-3.9
Cc1c(S(=O)(=O)CCNC(=O)NC(C)(C)C)c2ccccc2n1Cc1ccccc1	.	2.0	-1.2
CC1C(=O)N(c2ccc(Oc3ccccc3)cc2)CCN1C(=O)NC(C)(C)C (configuration not stated)	-2.5	-7.5	-0.1
Cc1cc(N2CCN(c3cccc(C(F)(F)F)c3)CC2)nc(SCc2cccc(C(=O)NCc3ccccn3)c2)n1	-5.4	13.3	-10.9
CC(C)Cn1ncc(=O)n(CC(C)C)c1=O	-6.1	1.8	-4.5
CCNC(=O)NCC1CCN(C/C=C/c2ccccc2)C1 (configuration not stated)	.	-2.1	0.7
COc1ccccc1/C=c1\sc2nc(-c3ccncc3)nn2c1=O	-6.7	-7.8	-5.8
Cc1cc(NC(=O)COc2ccccc2C)n(-c2nc3c(cnn3-c3cccc(C)c3C)c(=O)[nH]2)n1	-8.7	.	-10.2
COc1ccc(C(=O)NC(C)c2cnn(-c3ccccn3)c2C)cc1F (configuration not stated)	-4.2	-1.7	-6.3
COc1cccc(-c2nc(C=Nc3ccccc3Cl)c(O)o2)c1	.	-8.2	1.9
FC(F)(F)c1cccc(Cn2c3ccccc3c3nc4ccccc4nc32)c1	-10.1	5.0	-0.6
CC(C)(C)C(=O)Nc1ccnn1C1CCN(C(=O)c2ccc(Cl)cc2F)CC1	-1.9	-1.5	0.9
Cc1ccc(F)c(-c2cc(C)nc(N)n2)c1	.	7.6	0.7
COc1ccc(N2CCN(C3CCCN(Cc4ccc(F)c(F)c4)C3)CC2)cc1 (configuration not stated)	.	2.1	-1.6
Cc1sc2ncnc(N3CCC(C)CC3)c2c1S(=O)(=O)N1CCOCC1	.	-1.6	-1.6
COc1cc(-c2nnc(N)s2)cc(OC)c1OC	-4.6	3.0	-0.3
O=C(c1cc(-c2ccccc2F)nn1-c1ccc(F)cc1)N1CCN(C(c2ccccc2)c2ccccc2)CC1	-3.5	-2.3	-6.3
CC1=C(C(=O)NCCSc2ncn[nH]2)C(C)NC(=O)N1 (configuration not stated)	.	10.5	-11.6
CS(=O)(=O)c1ccccc1C(=O)N(CCCN1CCOCC1)c1nc2c(F)cccc2s1	-11.1	-2.5	-8.2
O=C(Nc1cccc2c1C(=O)c1ccccc1C2=O)c1ccccc1I	-2.4	12.0	-1.7
C=C(C)Cn1c(=O)c2c(nc3n(-c4cc(C)ccc4C)c(C)c(C)n23)n(C)c1=O	.	-1.8	6.2

Limited to NPYLR7 agonist, for some of the entries so far:
molecule	NPYLR7 agonist
C=C(C)Cn1c(=O)c2c(nc3n(-c4cc(C)ccc4C)c(C)c(C)n23)n(C)c1=O	-1.8
Cc1sc2ncnc(N3CCC(C)CC3)c2c1S(=O)(=O)N1CCOCC1	-1.6
CC1=C(C(=O)NCCSc2ncn[nH]2)C(C)NC(=O)N1 (configuration not stated)	10.5
CS(=O)(=O)c1ccccc1C(=O)N(CCCN1CCOCC1)c1nc2c(F)cccc2s1	-2.5
O=C(c1cc(-c2ccccc2F)nn1-c1ccc(F)cc1)N1CCN(C(c2ccccc2)c2ccccc2)CC1	-2.3
O=C(Nc1cccc2c1C(=O)c1ccccc1C2=O)c1ccccc1I	12.0

Bioassay records deposited in PubChem by Fisher Drug Discovery Resource Center.
